PLCb3 inh: PLC-beta3 (human) inhibition, primary screen. Q01970. Purified PLC-beta3, fluorogenic substrate, fluorescence. inhibition, % at 12.2 µM. 370,000 compounds, 0.18% hits; in the data active = inhibition above about 11%;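 note: 0% = median of compound wells on plate and 100% = full blocker control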
TDP2 absorb: blocks human TDP2 phosphodiesterase activity; O95551; inhibition, % at 12.8 µM; 370,000 compounds, 0.34% hits; recombinant TDP2, T5PNP hydrolysis, p-nitrophenol absorbance 415 nm;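 active = inhibition above the mean of all tested compounds plus 3 SD, set per campaign, cut at about 25% in these data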;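 note: 0% = DMSO with enzyme and 100% = buffer with substrate but no TDP2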
Target sequence (O95551 whole entry, looked up): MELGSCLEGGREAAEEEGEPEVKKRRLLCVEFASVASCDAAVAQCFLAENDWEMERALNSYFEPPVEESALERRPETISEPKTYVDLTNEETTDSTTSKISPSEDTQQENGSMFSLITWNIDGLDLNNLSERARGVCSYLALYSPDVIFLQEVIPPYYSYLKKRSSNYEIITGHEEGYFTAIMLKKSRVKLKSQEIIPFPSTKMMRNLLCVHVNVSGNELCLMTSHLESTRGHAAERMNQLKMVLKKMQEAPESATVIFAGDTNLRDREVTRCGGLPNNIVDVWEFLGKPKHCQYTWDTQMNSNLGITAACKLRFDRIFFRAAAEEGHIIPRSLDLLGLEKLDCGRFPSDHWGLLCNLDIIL
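System: recombinant human TDP2 / Amount: 120 nM TDP2 per well / Also added: 5 mM T5PNP chromogenic substrate / Doses: 12.8 µM single point, 1% DMSO / Incubation: 2 h at 37 °C / Detection: p-Nitrophenol epi absorbance / Evaluation: % inhibition relative to enzyme-containing and enzyme-free wells / Repeats: singlicate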
SIAE primary: inhibitors of human sialic acid acetylesterase SIAE; SIAE FP-Rh probe binding, fluorescence polarization; 370,000 compounds, 0.69% hits; Q9HAT2; inhibition, % at 9.66 µM;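 active = inhibition above a cutoff: mean of compounds within the control limits plus 3 SD of those, cut at about 17% in these data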;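 note: 0% = plate median of compound wells and 100% = probe without SIAE protein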
Target sequence (Q9HAT2 whole entry, looked up): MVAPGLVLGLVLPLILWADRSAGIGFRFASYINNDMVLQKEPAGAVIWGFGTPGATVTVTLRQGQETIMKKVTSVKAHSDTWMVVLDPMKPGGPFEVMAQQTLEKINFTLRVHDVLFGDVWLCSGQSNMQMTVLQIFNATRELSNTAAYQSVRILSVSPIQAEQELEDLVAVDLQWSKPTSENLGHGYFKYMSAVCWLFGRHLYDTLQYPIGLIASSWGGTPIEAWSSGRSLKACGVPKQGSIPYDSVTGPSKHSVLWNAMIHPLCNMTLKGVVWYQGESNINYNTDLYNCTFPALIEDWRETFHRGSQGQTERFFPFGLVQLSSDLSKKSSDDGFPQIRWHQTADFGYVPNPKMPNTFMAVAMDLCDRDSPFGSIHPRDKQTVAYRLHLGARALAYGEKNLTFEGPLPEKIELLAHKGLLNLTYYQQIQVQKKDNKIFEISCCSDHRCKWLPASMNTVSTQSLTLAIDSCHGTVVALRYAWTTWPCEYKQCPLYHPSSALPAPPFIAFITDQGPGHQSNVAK
PLC-gamma1 inh: PLC-gamma1 (human) inhibition, primary screen. purified PLC-gamma1, fluorogenic substrate, fluorescence. AID 720700. inhibition, % at 12.2 µM. P19174. 370,000 compounds, 0.84% hits; in the data active = inhibition above about 9.5%
ARFGAP1 inh: inhibits rat ARF GTPase activating protein 1; inhibition, % at 16.5 µM; Q62848; AID 651572; Arfgap1-stimulated ARF1 GTP hydrolysis, GDP FP detection; 360,000 compounds, 0.26% hits;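 active = inhibition above a per-plate limit, mean inhibition of low control wells plus 3 SD, cut at about 25% in these data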;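 note: 0% = DMSO wells with enzyme and 100% = wells lacking Arfgap1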
Target sequence (Q62848 1-136 limits assumed): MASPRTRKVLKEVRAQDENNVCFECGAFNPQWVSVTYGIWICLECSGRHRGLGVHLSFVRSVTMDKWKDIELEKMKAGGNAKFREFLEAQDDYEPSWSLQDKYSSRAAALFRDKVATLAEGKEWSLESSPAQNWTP
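material = rat Arfgap1 catalytic domain, aa 1-136 | also added = human ARF1(Δ1-17)-GTP substrate | compound dosing = one concentration, 16.5 µM, DMSO 1.26% | times = GTP hydrolysis reaction 2 h at 25 °C | measured by = FP, GDP Alexa 633 tracer displaced from anti-GDP antibody, 620/688 nm | evaluation = percent inhibition of Arfgap1-stimulated GTP hydrolysis | replication = single well per compound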
Tn7 DDE FP: DD(E)-Tn7 binding inhibition, primary FP screen; AID 720508; 370,000 compounds, 0.13% hits; inhibition, % at 8.3 µM; P02675; FP displacement of FITC-Tn7 peptide from fibrin DD(E); 0% = median of compound wells per plate;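 active = inhibition above the mean of compounds falling within the control limits plus 3 SD of them, cut at about 14% in these data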;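 note: 0% = plate median of compound wells and 100% = 10 µM Aha-Tn7 peptide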
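Assay system: human fibrin DD(E) protein / Input: 2 µM fibrin DD(E) / Benchmarks: high control of 10 µM Aha-Tn7 peptide / Measured by: fluorescence polarization of the labelled Tn7 tracer / Medium: Tris buffer with calcium and detergent, pH 7.8 / Timing: 10 min compound pre-incubation, 3 h probe incubation at room temperature / Repeats: one replicate per compound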
DDE Tn6 FP inh: inhibitors of Tn6 peptide binding to human fibrin DD(E); inhibition, % at 8.3 µM; 370,000 compounds, 0.21% hits; Fibrin DD(E) TRITC-Tn6 fluorescence polarization displacement;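 active = inhibition above a per-campaign cutoff: mean of compounds within control limits plus 3 SD, cut at about 15% in these data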;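 note: 0% = median of all compound wells on the plate and 100% = blocking peptide control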
ADAM17 inh: inhibits human ADAM17; inhibition, % at 6.95 µM; 370,000 compounds, 0.83% hits; P78536; AID 720648; recombinant ADAM17, EDANS/DABCYL FRET peptide cleavage;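 active = inhibition above the mean of compounds lying between control limits plus 3 SD, set per campaign, cut at about 8.5% in these data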;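 note: 0% = DMSO-only wells as the low control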
ASAP1 GAP inh: ASAP1 ArfGAP inhibition. ASAP1-stimulated ARF1 GTP hydrolysis, GDP FP detection. AID 624377. Q9ULH1. inhibition, % at 16.5 µM. 360,000 compounds, 0.19% hits; in the data active = inhibition above about 25%;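 note: 0% = vehicle with enzyme and substrate and 100% = no enzyme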
ADAM10 inh: inhibits human ADAM10. inhibition, % at 7 µM. recombinant ADAM10, EDANS/DABCYL FRET peptide cleavage, 3 h. 370,000 compounds, 0.62% hits. AID 720582;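 active = inhibition above a per-campaign cutoff equal to the mean of compounds falling between control-based bounds plus 3 SD, cut at about 20% in these data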;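 note: 0% = DMSO wells while the 100% control is not disclosed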
* = called active by the depositor; i = inactive; · = no result given. Hits appear at their usual frequency. About 3.6% of those tested had a hit in this group.

Structure | PLC-gamma1 inh | ARFGAP1 inh | TDP2 absorb | PLCb3 inh | ADAM17 inh | Tn7 DDE FP | DDE Tn6 FP inh | ADAM10 inh | ASAP1 GAP inh | SIAE primary
c1ccc(-c2ccc3c(n2)CCCN3Cc2ccccn2)cc1 | -170 | 12 | -1 | -209 | -81 | -5 | -6 | -314 | -11 | 6
C=CCN(CC=C)C(=S)NC(=O)/C=C/c1ccccc1 | 2 | -2 | -3 | 1 | -2 | 8 | 1 | 0 | -11 | -1
Cc1ccc(Nc2cc(C)nc3nc(C)nn23)c(C)c1 | -2 | 8 | -5 | -1 | 2 | -1 | 8 | -7 | -11 | 9
Cc1cc2oc(=O)cc(CN(C)Cc3ccccc3)c2cc1Cl | -11 | -5 | -3 | -17 | -4 | 8 | 2 | -20 | -17 | 5
COc1ccc(C(=O)Nc2ccc(N3CCN(C)CC3)cc2)cc1OC | 5 | 7 | -18 | -2 | 4 | 3 | -3 | 5 | -10 | 5
CC1(C)CC(CNCCC(c2ccc(F)cc2)c2ccco2)CCO1 (configuration not stated) | 1 | 16 | 4 | -7 | -6 | -2 | -8 | -10 | -14 | 0
CCN1C(=O)NC2=C(C(=O)c3ccccc32)C1c1ccccc1F (configuration not stated) | -3 | -7 | -5 | -4 | -1 | 1 | -3 | -4 | 6 | 3
Cc1cccc(NC(=O)CSc2nnc(CNC(=O)c3ccc(S(=O)(=O)N(C)C)cc3)n2-c2ccccc2)c1 | 7 | -7 | -12 | 4 | 4 | 6 | -3 | 13 | -2 | 2
COc1cc2c(cc1OC)[N+]([O-])=C(c1ccccc1)C2=O | -17 | -5 | 5 | -21 | -4 | -4 | -2 | -5 | 9 | 6
Cc1ccc(CNC(=O)CCNC(=O)c2ccc([N+](=O)[O-])cc2)cc1 | 0 | 1 | 3 | -3 | 0 | 1 | 3 | -13 | -14 | -5
Nc1nc(SCC(=O)OCc2ccccc2)[nH]c(=O)c1NC(=O)c1ccco1 | -2 | 2 | 5 | 0 | 1 | 5 | 0 | -13 | -9 | 1
Cc1cc(C)n2nc(SCC(=O)N3CCC(C)CC3)nc2n1 | -2 | 3 | -2 | 4 | -1 | -2 | 3 | -3 | -4 | 1
Cn1nc(-c2ccccc2)c(C(=O)NCC(=O)O)c1Cl | 2 | -12 | -1 | 5 | -3 | 1 | -3 | 11 | -2 | 10
O=C(CNS(=O)(=O)c1ccc(Br)cc1)NCc1ccncc1 | 7 | -9 | -16 | 2 | 7 | -1 | 11 | 6 | -2 | -10
Cc1cc(=O)oc2cc(OC(=O)CCN3C(=O)c4ccccc4C3=O)ccc12 | i | -1 | 1 | i | i | -4 | 10 | i | -6 | 11
O=C(COc1ccc(Cl)cc1)NCc1nnc(SCC(=O)Nc2ccccc2)o1 | 0 | 5 | 7 | 2 | -2 | -8 | 1 | 0 | 9 | 0
CCN(c1cccc(C)c1)S(=O)(=O)c1cn(CC(=O)OC)c2ccc([N+](=O)[O-])cc12 | 2 | -1 | -8 | -5 | -2 | 1 | 2 | -3 | -5 | -2
O=C(COC(=O)c1cccc(Br)c1)Nc1ccc2[nH]c(=O)[nH]c2c1 | -3 | -3 | -7 | -1 | -4 | 6 | 6 | -6 | -7 | -14
CCOc1nc2cnccc2n(CC(=O)Nc2cccc(C)c2)c1=O | 4 | 0 | -11 | -3 | 1 | -2 | 6 | 0 | -14 | 5
CC(C)[C@H](NC(=O)c1cccc(CN(Cc2ccccc2)C(=O)c2ccccc2)c1)C(=O)O | 3 | 5 | -3 | -12 | -2 | -3 | -1 | -4 | 13 | -6
CCOc1ccccc1-c1nc2c([nH]1)c(=O)n(C)c(=O)n2C | -10 | -3 | -2 | -11 | -25 | 6 | 7 | -119 | -5 | 1
CCOc1cc(/C=C/C(=O)c2ccc(O)cc2)ccc1OCC(=O)N(C)C | -45 | 11 | 9 | -51 | -4 | -1 | -3 | -10 | -2 | 0
CCOc1ccc(-c2cc(NC(=O)Cn3ncc4c3-c3ccccc3OC4)on2)cc1OCC | 4 | -4 | -4 | 3 | 0 | 3 | 5 | 10 | -15 | 2
O=C(/C=C/c1cccc([N+](=O)[O-])c1)N1CCOCC1 | 4 | -2 | -22 | 8 | 5 | -4 | -7 | 7 | -7 | -3
COc1ccc(C(=O)CCC(=O)N2CCN(c3ccc([N+](=O)[O-])cc3)CC2)cc1 | 0 | -5 | -2 | 0 | -2 | 8 | 2 | 0 | -9 | -5
O=C(CCCN1C(=O)c2ccccc2C1=O)Oc1ccc(Cl)cc1 | -2 | 2 | -4 | -2 | 1 | 7 | 4 | -2 | -5 | -1
CC(C)C(C#CC1CC1)N(Cc1ccc2c(c1)OCO2)C(N)=NC(=O)/C=C/c1cccc(C(F)(F)F)c1 (configuration not stated) | 0 | · | 5 | 3 | -4 | 7 | 10 | -4 | · | -3
CC1(C(=O)NCC2CC2)Cc2c(-c3ccccc3)ccnc2O1 (configuration not stated) | 4 | -10 | 10 | 2 | -2 | -2 | -5 | -13 | -1 | 0
C=CCn1c(CSc2ccc(C)cc2)n[nH]c1=S | -1 | 4 | 9 | -5 | -5 | 1 | -4 | 0 | -12 | 0
COCCNc1nc(-c2ccc(OC)cc2C)c2sc(-c3ccccc3)cc2n1 | -32 | 11 | -13 | -43 | -32 | 4 | -5 | -154 | -12 | -16
C(=Cc1nc2ccccc2o1)c1ccc2c(c1)OCO2 | -58 | -2 | 5 | -62 | -14 | -4 | 2 | -70 | 5 | 6
COc1ccc(-c2csc(NC(=O)Cc3cc(OC)c(OC)c(OC)c3)n2)cc1OC | -4 | -3 | 5 | -15 | -5 | 2 | -1 | 0 | 17 | 6
c1ccc(-n2c(-c3cccs3)nc3nc4ccccc4nc32)cc1 | -36 | 0 | 1 | -44 | -105 | -3 | 2 | -405 | -2 | 2
Nc1cccc2c1C(=O)N(CCOc1ccccc1F)C2=O | i | 4 | -8 | i | -102 | -3 | -1 | -333 | -7 | -3
Cc1ccc(S(=O)(=O)c2ncccc2N)cc1 | -8 | -3 | -5 | -14 | -28 | 2 | 1 | -68 | 8 | -6
Cc1ccc(NC(=O)c2cc(Cl)ccc2[N+](=O)[O-])cc1C | 2 | -4 | 2 | 2 | 0 | 0 | -3 | -3 | -3 | -3
CC(=O)c1cc2c(cc1NC(=O)CSc1nc3ccc(C)cc3[nH]1)OCO2 | -36 | 4 | 2 | -39 | -14 | -4 | -9 | -52 | -7 | -8
COc1ccc(NC(=O)NC(c2ccccc2)c2ccccc2)c(OC)c1 | 6 | 1 | -7 | 5 | 5 | -9 | 0 | 8 | 0 | -2
CCOC(=O)C1CCN(C(=O)c2cnn3c(C)cc(C)nc23)CC1 | -90 | 13 | -8 | -108 | -37 | -4 | -3 | -179 | 12 | -1
COc1cc(CNc2ccc3[nH]c(=O)[nH]c3c2)ccc1OCc1c(F)cccc1Cl | -7 | 5 | 11 | -18 | -12 | -5 | -6 | -25 | 6 | 10
Cc1cccc(C(C)C)c1NC(=O)CSc1cccc[n+]1[O-] | 0 | 11 | -8 | 0 | 3 | 5 | 7 | -12 | 2 | -5
COc1ccc(N2CCN(CC(=O)NC(C)c3ccccc3)CC2)cc1 (configuration not stated) | 1 | 1 | 11 | -3 | 0 | -4 | 6 | 1 | 5 | 9
Cc1ccccc1NC(=O)CSC1=C(C#N)C(c2ccsc2)CC(=O)N1 (configuration not stated) | -1 | 4 | 2 | 1 | 0 | -9 | -4 | -8 | 3 | 0
COc1ccc(C(=O)Nc2ccc(CN3CCCCC3)cc2)cc1 | 1 | 0 | -9 | -2 | -1 | 1 | 3 | 1 | 6 | 2
Cc1ccc(C(=O)NCc2ccccn2)o1 | 4 | 3 | 3 | 2 | -1 | -3 | 6 | -3 | -4 | 11
CC(C)OC(=O)CSc1nnc(-c2ccco2)n1N | 1 | -13 | 5 | 0 | 1 | 0 | 2 | -11 | 0 | -1
Cn1nc(C(=O)Nc2cccc(C(F)(F)F)c2)c2ccccc2c1=O | -4 | 10 | 6 | -18 | 0 | -1 | -9 | 9 | 1 | -8
Cc1ccc(CSc2nc3nc(C)cc(C)c3c(=O)[nH]2)cc1 | -4 | 4 | -9 | -7 | -3 | 1 | 5 | -1 | 1 | -3

Laid out differently: entries from further up.
Sequence of screens: PLC-gamma1 inh	ARFGAP1 inh	TDP2 absorb	PLCb3 inh	ADAM17 inh	Tn7 DDE FP	DDE Tn6 FP inh	ADAM10 inh	ASAP1 GAP inh	SIAE primary
CC(=O)c1cc2c(cc1NC(=O)CSc1nc3ccc(C)cc3[nH]1)OCO2
→ -36	4	2	-39	-14	-4	-9	-52	-7	-8
COc1ccc(NC(=O)NC(c2ccccc2)c2ccccc2)c(OC)c1
→ 6	1	-7	5	5	-9	0	8	0	-2
CCOC(=O)C1CCN(C(=O)c2cnn3c(C)cc(C)nc23)CC1
→ -90	13	-8	-108	-37	-4	-3	-179	12	-1
COc1cc(CNc2ccc3[nH]c(=O)[nH]c3c2)ccc1OCc1c(F)cccc1Cl
→ -7	5	11	-18	-12	-5	-6	-25	6	10
Cc1cccc(C(C)C)c1NC(=O)CSc1cccc[n+]1[O-]
→ 0	11	-8	0	3	5	7	-12	2	-5
COc1ccc(N2CCN(CC(=O)NC(C)c3ccccc3)CC2)cc1 (configuration not stated)
→ 1	1	11	-3	0	-4	6	1	5	9
Cc1ccccc1NC(=O)CSC1=C(C#N)C(c2ccsc2)CC(=O)N1 (configuration not stated)
→ -1	4	2	1	0	-9	-4	-8	3	0
COc1ccc(C(=O)Nc2ccc(CN3CCCCC3)cc2)cc1
→ 1	0	-9	-2	-1	1	3	1	6	2
Cc1ccc(C(=O)NCc2ccccn2)o1
→ 4	3	3	2	-1	-3	6	-3	-4	11
